# Screening results as filed in PubChem BioAssay.
# Gal4-VP16 FLuc: counter-screen for ROR gamma inhibitors: Gal4-VP16 reporter. Potency, µM (series often up to 53.6 µM), for the others: top-dose activity, negative = inhibition, actives largely listed as inhibitors. AID 2546. 3.5% of 310,000 active. Drosophila S2 Gal4-VP16 UAS-luciferase, luminescence, 20 h;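 note: Gal4-VP16 expression switched on by copper sulfate through the metallothionein promoter; % is set by controls: 0 for no effect and ±100 for the full control effect; nearly all actives have a fitted effect of over 50% in size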
# BRCA1 expr act: increases BRCA1 expression; Potency, µM (series often up to 46.1 µM), without a hit: at the top dose activation, most hits filed as activators; AID 624202; MCF7-BRCA1-FFLuc reporter, luminescence, 48 h; response scale: scaled: vehicle 0%, 10 µM genistein 100%; 1.1% of 380,000 active; note: nearly all actives have a fitted effect of over 80% in size; some results filed as inactive show a strong effect at the top dose
#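 MCF7-BRCA1-FFLuc, 2000 cells/well; 2 h attach, 37 °C/5% CO2; compound 48 h; luciferase substrate 15 min; luminescence end-point. Norm. to genistein 10 microM max activation and DMSO; concentration-response curves fitted.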
# RORg inh: ROR gamma (mouse) transcription inhibition | P51450 | Drosophila S2 Gal4-RORgamma UAS-luciferase reporter, 20 h | Potency, µM (doses to about 53.6 µM), for inactives: at the top dose activity change, negative = inhibition, most hits filed as inhibitors | 5.4% of 310,000 active; note: % is set by controls: 0 for no effect and ±100 for the full control effect; nearly all actives have a fitted effect of over 60% in size
# Target sequence (P51450 whole entry, looked up, the tested form may be a part): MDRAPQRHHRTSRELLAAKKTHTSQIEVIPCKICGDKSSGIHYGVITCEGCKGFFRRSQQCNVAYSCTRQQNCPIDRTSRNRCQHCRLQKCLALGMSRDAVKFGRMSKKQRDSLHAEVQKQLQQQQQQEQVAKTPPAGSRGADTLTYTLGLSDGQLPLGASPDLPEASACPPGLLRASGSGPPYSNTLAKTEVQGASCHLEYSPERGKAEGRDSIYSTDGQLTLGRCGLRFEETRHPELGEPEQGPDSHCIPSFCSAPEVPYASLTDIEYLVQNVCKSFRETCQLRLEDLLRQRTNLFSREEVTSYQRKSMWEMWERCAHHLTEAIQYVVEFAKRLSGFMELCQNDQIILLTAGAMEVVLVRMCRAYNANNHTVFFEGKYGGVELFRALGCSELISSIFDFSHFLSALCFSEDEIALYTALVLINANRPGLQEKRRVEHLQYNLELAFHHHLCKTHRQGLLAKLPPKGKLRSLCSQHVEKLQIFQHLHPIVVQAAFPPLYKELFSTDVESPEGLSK
#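 Stably transfected Drosophila Schneider cells are the test system, with ROR gamma fused to Gal4 and luciferase under UAS control; luminescence is read after 20 hr of 700 uM copper sulfate induction at ambient temperature.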
# ELG1 genotox: inducers of genotoxicity in HEK293T ELG1-luciferase cells; Potency, µM (series often up to 46 µM), for the others: top-dose activity change, positive = activation, actives largely listed as activators; HEK293T ELG1-luciferase reporter, luminescence, 16 h; 1.3% of 330,000 active; note: % of control where 0% means no effect; nearly all actives have a fitted effect of over 60% in size
#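 Screening used a luciferase reporter fused to human ELG1 in HEK293T cells. Luminescence was read on a CCD plate imager after 16 hr exposure and 30 min ONE-Glo incubation.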
# MBNL1-CUG inh: blocks human MBNL1 binding to CUG repeat RNA. 0.036% of 280,000 active. AID 2675. Potency, µM (top dose mostly 57.5 µM), inactives show at the top dose activity change, negative = inhibition, most hits filed as inhibitors. TR-FRET MBNL1-His/biotin-(CUG)12 binding, 665/545 ratio. Q9NR56; active = well fitted inhibition curve with a large enough effect in the signal ratio, with a control signal flat, not every such curve was filed as active; inconclusive = small, poorly fitted or top-dose-only effect, or effect the other way, or a change in a side signal; inactive = no such curve, though single readings can be large or run the other way; the % refers to the signal ratio; note: % is set by controls: 0 for no effect and ±100 for the full control effect
# Target sequence (Q9NR56 whole entry, looked up): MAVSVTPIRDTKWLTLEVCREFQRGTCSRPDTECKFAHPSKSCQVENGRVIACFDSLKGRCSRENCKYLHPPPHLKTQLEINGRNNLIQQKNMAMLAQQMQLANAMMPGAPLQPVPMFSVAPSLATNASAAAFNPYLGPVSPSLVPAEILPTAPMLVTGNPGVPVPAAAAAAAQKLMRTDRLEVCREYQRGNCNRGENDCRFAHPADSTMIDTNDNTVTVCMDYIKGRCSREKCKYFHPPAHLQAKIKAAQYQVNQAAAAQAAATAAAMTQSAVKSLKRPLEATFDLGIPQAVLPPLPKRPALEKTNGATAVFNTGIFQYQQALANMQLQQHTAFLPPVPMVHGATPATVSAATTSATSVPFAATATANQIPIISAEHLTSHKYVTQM
#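 Compounds (final 92 nM to 58 uM) are added to His-tagged MBNL1 and biotin-(CUG)12, then terbium anti-His antibody and streptavidin-XL665 (5 nM final). After 60 min at room temperature, the 665/545 nm ratio is read.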
# Rab9 promoter act: activators of Rab9 promoter. Huh7 Rab9 promoter-luciferase reporter, luminescence, 24 h. Potency, µM (doses to about 9.22 µM), without a hit: at the highest dose activation, negative = inhibition, actives largely listed as activators. 2.8% of 320,000 active; note: % of control where 0% means no effect; nearly all actives have a fitted effect of over 60% in size
#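 Rab9 promoter-driven luciferase in stably transfected Huh7 cells; 1500 cells/well rested 2 h, exposed to compound in DMSO for 24 h at 37 °C, 5% CO2. Luminescence read 10 min after adding luciferase reagent at ambient temperature.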
# FLuc counter: counter-screen for miR-21 project: firefly luciferase inhibitors or activators | purified FLuc, Km substrates, luminescence inhibition | Potency, µM (top dose mostly 57.5 µM), without a hit: top-dose activity change, negative = inhibition, actives largely listed as inhibitors | 6.9% of 360,000 active | AID 588342;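 note: plate controls were vehicle for no effect and reference inhibitor for full effect; nearly all actives have a fitted effect of over 55% in size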
#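 Purified P. pyralis luciferase, 10 nM final, with Km-level 10 uM D-luciferin and 10 uM ATP in 50 mM Tris acetate pH 7.5, 10 mM Mg acetate, 0.01% Tween-20, 0.05% BSA; 6-point qHTS titration about 60 µM downward; luminescence read.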
# CXXC DNA block: inhibitors of human MLL CXXC domain-DNA interaction | Q03164 | MLL-CXXC / FITC-HOXA9 DNA fluorescence polarization | Potency, µM (top dose mostly 115 µM), without a hit: at the top dose activity change, negative = inhibition, hits mostly inhibitors | 0.037% of 290,000 active | AID 2662; active = well fitted inhibition curve with a large enough effect in the polarisation, with a control signal flat, not every such curve was filed as active; inconclusive = small, poorly fitted or top-dose-only effect, or effect the other way, or a change in a side signal; inactive = no such curve, though single readings can be large or run the other way; the % refers to the polarisation
#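 Fluorescence polarization: 7 uM MLL-CXXC (stock) preincubated 5 min with compounds, then 50 nM fluorescein-HOX-A9 DNA (stock) added; 30 min ambient. Buffer 50 mM Tris-HCl pH 7.5, 50 mM NaCl, 1 mM DTT, 0.05% BSA.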
# p53 reactivation: re-activators of mutant p53; H1299 p53-A138V BP100-luciferase reporter, luminescence, 24 h; Potency, µM (top dose mostly 92.2 µM), inactives show at the highest dose activity change, positive = activation, most hits filed as activators; 0.063% of 320,000 active; AID 504706; note: % of control where 0% means no effect; nearly all actives have a fitted effect of over 45% in size
#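 p53-null H1299 cells stably carrying temperature-sensitive p53-A138V and a BP100-luciferase reporter were pinned with compounds (4-point, 1:5 series) and held 24 hrs at 37 deg C. Luminescence was read 10 min after detection reagent.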
# NPC1 promoter act: NPC1 promoter activation; Potency, µM (top dose mostly 9.22 µM), inactives show at the highest dose activation, hits mostly activators; 2.4% of 320,000 active; Huh7 NPC1 promoter luciferase reporter, 24 h;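 note: % of control where 0% means no effect; nearly all actives have a fitted effect of over 60% in size; reporter is driven by a mutant NPC1 promoter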
#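 Stable NPC1-promoter luciferase Huh7 line; cpd (DMSO) 24 h, 37 °C, 5% CO2; Amplite luciferase reagent 10 min RT; luminescence readout. qHTS format.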
# uPA surface inh: blocks generation of uPA at the cell surface; cell surface uPA generation assay, qHTS; 0.31% of 330,000 active; Potency, µM (highest dose often 38.3 µM), for inactives: at the highest dose activity change, negative = inhibition, most hits filed as inhibitors; active = well fitted inhibition curve with a large enough effect; inconclusive = small, poorly fitted or top-dose-only effect; inactive = no such curve, though single readings can be large or run the other way; tested in mouse RAW 264.7 cells; note: % is set by controls: 0 for no effect and ±100 for the full control effect; nearly all actives have a fitted effect of over 55% in size
# * = called active by the depositor; ? = inconclusive; . = no result given; & = joins results of further samples; [ ] = remark or other dose. Unless noted, calls come from the whole dose curve; as a rule, active = well fitted curve in the direction sought with a large enough effect; inconclusive = small, poorly fitted or top-dose-only effect, or another doubt; inactive = no such curve, though single readings can be large; an effect the other way counts as inactive or inconclusive. Potency is the fitted concentration of half-maximal effect.
SMILES,Gal4-VP16 FLuc,BRCA1 expr act,RORg inh,ELG1 genotox,MBNL1-CUG inh,Rab9 promoter act,FLuc counter,CXXC DNA block,p53 reactivation,NPC1 promoter act,uPA surface inh
C#CCOCCOCCOCCNc1nc(N2CCN(C(=O)CCCCCCCCCCNC(=O)Cn3cc(C[C@@H](C)O)nn3)CC2)nc(N2CCN(C(=O)CCCCCCCCCCNC(=O)[C@@H]([C@H](C)CC)n3cc(CCCCCN)nn3)CC2)n1,.,-81%[inhibitor],.,-14%,.,-4%,4%,.,-21%,-7%,?
CCC(=O)Nc1cc2nn(-c3ccc(C)cc3)nc2cc1C,-21%,27%,-28%,?,4%,?,0.11µM*,0%,12%,?,-7%
O=C(CSc1nnc(SCc2cccc3ccccc23)s1)c1ccc2c(c1)OCO2,4%,-1%,-11%,2%,14%,13%,?,-1%,4%,4%,8%
O=C(CSc1ccccn1)N/N=C/c1ccccc1[N+](=O)[O-],?,26%,18%,8%,?,9%,-20%,0%,19%,12%,-4%
COc1cc(C(=O)OC2CCOC2=O)cc(Cl)c1OC (configuration not stated),1%,2%,-11%,0%,-5%,0%,2%,-4%,-3%,-1%,1%
CC1CCCCN1C(=O)CSc1nc2c(c(=O)n(C)c(=O)n2C)n1C (configuration not stated),1%,-1%,-18%,-3%,-2%,2%,-1%,-2%,6%,-1%,0%
COc1cccc(N(CC(=O)NC(C)c2ccccc2)S(C)(=O)=O)c1 (configuration not stated),-13%,0%,?,-2%,4%,-2%,0%,11%,-20%,-2%,4%
COC(=O)c1cc(C(=O)Nn2cnnc2)cc([N+](=O)[O-])c1,-8%,0%,0%,-3%,?,16%,-1%,-12%,?,-5%,22%
CCOC(=O)c1ccc(NC(=O)NCc2ccc(OC)cc2)cc1,-8%,17%,-11%,-5%,-9%,-1%,-6%,3%,0%,11%,8%
CC(=O)c1cccc(N(C(=O)c2ccco2)C(C(=O)NC2CCCCC2)c2ccc(C)o2)c1 (configuration not stated),?,-8%,?,-3%,1%,2%,-2%,6%,-3%,-7%,.
CCOC(=O)COn1c(=O)c(-c2ccc(Cl)cc2)[n+]([O-])c2ccccc21,-7%,19%,3%,2%,?,19%,1%,-2%,-1%,19%,6%
Cc1ccc(O)c(N=Nc2ccc(S(=O)(=O)N3CCOCC3)cc2)c1,-6%,-2%,25%,9%,?,2%,-7%,-8%,4%,8%,7%
CCOc1ccccc1C(=O)N1c2ccccc2Sc2ccccc21,5%,-61%,-18%,-2%,-5%,0%,0%,-8%,-5%,-4%,-12%
CC(C)CC(=O)NC(=S)Nc1cc(C(F)(F)F)ccc1N1CCOCC1,7.1µM*,-35%,7.9µM*,-3%,-1%,1%,3%,-6%,-21%,-4%,7%
O=C(Nc1ccccc1C(=O)N1CCCC1)c1ccc(Cl)cc1Cl,1%,1%,-12%,0%,-15%,6%,-6%,4%,-5%,-2%,-2%
COc1cccc(C(=O)Nc2c3c(nn2-c2cccc(C)c2C)CS(=O)C3)c1OC (configuration not stated),-5%,-26%,0%,-1%,-6%,-2%,6%,?,-3%,1%,-1%
O=C(Nc1cccc([N+](=O)[O-])c1)C1C2/C=C\CCCCC21 (configuration not stated),-6%[10 µM],1%,17%,5%,-2%,13%,4%,13%,3%,0%,-16%
Cc1cc(NC(=O)CSCc2ccc([N+](=O)[O-])cc2)no1,-2%,26%,-9%,0%,?,-2%,-2%,?,1%,-2%,-3%
C=CCNC(=S)Nc1cccc([N+](=O)[O-])c1,-2%,-4%,-4%,-6%,?,-4%,0%,5%,6%,-5%,3%
c1ccc2c(c1)OC(CCCN1CCCCC1)c1ccccc1S2 (configuration not stated),-11%,-51%,?,-7%,-6%,-3%,1%,1%,-3%,-2%,-5%
O=C(NCCN1CCCC1)c1ccc(Cn2c(=S)[nH]c3ccc(Br)cc3c2=O)cc1,-15%,0%,0%,-3%,12%,0%,-3%,11%,6%,-9%,-8%
CC1(C)CC(=O)C=C(NC2CCCCCC2)C1,-7%,1%,20%,2%,2%,1%,4%,-7%,0%,-1%,-3%
CC(C)c1nc(SCC(=O)N2CCN(c3ccccc3)CC2)c2c(=O)n(C)c(=O)n(C)c2n1,2%,21%,5%,-56%[inhibitor],-4%,-4%,9%,2%,3%,1%,-1%
COCC(=O)N(Cc1nc2sc(C)c(C)c2c(=O)[nH]1)C1CCCCC1,9%,0%,-15%,2%,-9%,-4%,2%,-12%,-3%,-2%,0%
CNC(=O)COc1coc(CN2CCN(c3ccccc3OC)CC2)cc1=O,-3%,-7%,?,5%,0%,-1%,-2%,5%,9%,1%,3%
c1cnc2c(c1)ccc1cccnc12,?,-68%&-61%&-70%,?,2%&11%,3%&72%,-10%[46.1 µM],-4%&3%,-5%&4%&6%,-1%&18%,-5%[46.1 µM],?
CCN(c1ccc(OC)cc1)S(=O)(=O)c1csc(C(=O)N2CCCC2)c1,-3%,9%,19%,-1%[9.26 µM],-4%,-1%,3%,-1%,0%,-5%,-4%
Cc1ccc(Cl)cc1NC(=S)N(C)N,12%,-9%,-37%,-2%,1%,1%,0%,-17%,1%,1%,0%
Cc1ccc(Cl)cc1NS(=O)(=O)c1cc2[nH]c(=O)c(=O)[nH]c2cc1C,-2%,14%,-2%,0%,-5%,-1%,1%,-5%,8%,-3%,2%
COCCNC(=O)/C(C#N)=C\c1ccc(CNS(=O)(=O)c2ccc(C)cc2)o1,3%,-1%,27%,-2%,?,-10%,-13%,-19%,0%,5%,6%
Cc1ccc(NC2OC(CO)C(O)C(O)C2O)cc1 (configuration not stated),-2%,4%,32%,-1%,-2%,2%,9%,15%,3%,0%,10%
CNC(=O)C1CCCN1S(=O)(=O)c1ccc(OC)cc1 (configuration not stated),.,-1%,-1%[0.365 µM],0%,0%,0%,11%,6%,1%,-1%,-2%
CC(C)C[C@@H](CSc1ccccc1)N1CCN(CC(C)C)CCC1=O,-4%,?,-1%,?,-10%,?,15µM*,-3%,.,?,0%
COc1cc(C(=O)Nc2ccc(N3CCCS3(=O)=O)cc2)c([N+](=O)[O-])cc1OC,.,-17%,.,-7%,.,-3%,0%,.,-3%,-4%,12%
O=C(N/N=C/c1ccccn1)c1cccc([N+](=O)[O-])c1,13µM*,-23%,4.5µM*,?,?,4%,-17%,9%,11%,-5%,-4%
CC(C)(C)OC(=O)CNC(=O)c1nc[nH]c1C(=O)NCC(=O)OC(C)(C)C,-10%,3%,-24%,-6%,2%,-4%,0%,10%,4%,1%,8%
Cc1cc(NS(=O)(=O)c2ccc(NC(=O)/C=C/c3ccc(C)o3)cc2)nc(C)n1,-2%,-7%,7%,0%,4%,4%,?,-5%,3%,-1%,-4%
COc1ccc(-n2c(N)c(C#N)c3ccc([N+](=O)[O-])cc3c2=O)cc1,1%,52%,33%,18%,43%[activator],23%,-12%,7%,?,18%,3%
COc1cccc(CNC(=O)COC(=O)C2CCN(c3ccc(C(F)(F)F)cn3)CC2)c1,.,-4%,.,2%,.,2%,6%,.,0%,0%,4%
Nc1ccc(-n2nncc2-c2ccccc2)cc1,23%,4%,23%,-2%,6%,2%,-11%,-2%,10%,0%,-3%
CC(C)/C(=N/Nc1ccccc1[N+](=O)[O-])c1ccccc1,6%,-2%,36%,16%,6%,11%,?,-4%,15%,4%,2%
N#CC1=CN(Cc2ccccc2)C=C(/C=N/Nc2ccccc2)C1,-3%,-32%,30%,6%,15%,3%,2%,2%,-2%,-3%,.
CCOC(=O)c1cc(-c2ccccc2)sc1NC(=O)C(C)C,6%,-28%,?,-4%,-20%,-2%,-1%,0%,26%,1%,2%
COC(=O)COc1cccc(NC(=O)c2cc(OC)cc(OC)c2)c1,17%,-22%,2%,1%,1%,-4%,?,-7%,-6%,-3%,5%
CCCC(CCC(=O)Nc1cccc([N+](=O)[O-])c1)C(=O)O (configuration not stated),0%,-5%,6%,-2%,?,1%,3%,-3%,-1%,-5%,0%
CC(=O)/C(N=Nc1ccc(C(=O)O)cc1)=C(\C)O,0%,-7%,6%,12%,?,-1%,0%,-16%,4%,-4%,1%
O=C(N1CCCCC1)N1CCN(S(=O)(=O)c2cccc([N+](=O)[O-])c2)CC1,3%,-5%,1%,0%,?,0%,-1%,3%,10%,2%,0%

# These rows are one share of the data, so the mix of outcomes need not match the whole.
